Tb PFK block = qHTS Assay to Find Inhibitors of T. brucei phosphofructokinase; T. brucei PFK, ADP-Glo luminescence; 330,000 tested, 0.17% active; AID 485367, 2010; Potency, µM (series often up to 57.5 µM), for the others: top-dose activity, negative = inhibition, most hits filed as inhibitors; ATP-dependent 6-phosphofructokinase (Trypanosoma brucei brucei), O15648;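 also: potency is read from the fitted curve at half-maximal effect; 0% = uninhibited 1x PFK enzyme wells and -100% = no-enzyme wells; nearly all actives have a fitted effect of over 60% in size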
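In TEA buffer at pH 8.0 with 5 mM MgCl2, enzyme (1.25 nM) converted F6P (0.5 mM) and ATP (0.1 mM) for 45 min at room temperature. ADP product was read by luciferase luminescence.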
ELG1 repair inh = qHTS screen for small molecules that inhibit ELG1-dependent DNA repair in human embryonic kidney (HEK293T) cells expressing luciferase-tagged ELG1 | HEK293T ELG1-luciferase reporter, luminescence, 16 h; DNA damage induced by 5-fluorouridine | Potency, µM (doses to about 46.1 µM), for the others: top-dose activity change, negative = inhibition, usual class: inhibitors | 330,000 tested, 2.3% active | AID 504467, 2011; also: potency is read from the fitted curve at half-maximal effect; % is scaled to controls: 0 for no effect and ±100 for the full control effect; nearly all actives have a fitted effect of over 55% in size
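DMSO vehicle served as the neutral condition. Each well held 2,000 cells given 5-fluorouridine plus compound; after 16 hr at 37 °C/5% CO2, ONE-Glo was added and luciferase measured 30 min later.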
Mito fusion act = qHTS Assay for Small Molecule Inhibitors of Mitochondrial Division or Activators of Mitochondrial Fusion; S. cerevisiae fusion-defective mutant growth rescue, CellTiterGlo 48 h; Potency, µM (highest dose often 46.1 µM), for the others: at the top dose growth rescue (activation), actives largely listed as activators; 320,000 tested, 0.23% active; AID 485298, 2010;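 also: potency is read from the fitted curve at half-maximal effect; % of control where 0% means no effect; nearly all actives have a fitted effect of over 45% in size; temperature-sensitive fusion mutants such as fzo1-1 at 37 °C on non-fermentable ethanol glycerol medium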
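Luminescent cell viability in 1536-well qHTS format served as the measure of rescued growth in ts fusion-mutant S. cerevisiae cultured on non-fermentable YPEG for 48 hours at 37C.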
TCR act = Activators of T cell receptors: qHTS campaign; primary human leukocytes, anti-CD3, IL-2 HTRF, 48 h; Potency, µM (series often up to 9.22 µM), inactives show at the highest dose activation of IL-2 secretion, most hits filed as activators; 330,000 tested, under 10 active; AID 504894, 2011; also: % of control where 0% means no effect
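TCR engagement came from a-CD3 beads alone, with compounds added to primary human leukocytes for 48 hr. Secreted IL-2 bridged europium cryptate- and d2-labelled anti-IL-2 antibodies, giving FRET emission at 665nm after 320nm excitation.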
Eya2 phos inh = qHTS Assay for Inhibitors of the Phosphatase Activity of Eya2 | 330,000 tested, 0.006% active | AID 488837, 2010 | Potency, µM (series often up to 76.9 µM), for inactives: top-dose activity, negative = inhibition, hits mostly inhibitors | recombinant Eya2, OMFP fluorescence dephosphorylation (OMFP is methylfluorescein phosphate); also: potency is read from the fitted curve at half-maximal effect; % is scaled to controls: 0 for no effect and ±100 for the full control effect
Target sequence (O00167 whole entry, looked up): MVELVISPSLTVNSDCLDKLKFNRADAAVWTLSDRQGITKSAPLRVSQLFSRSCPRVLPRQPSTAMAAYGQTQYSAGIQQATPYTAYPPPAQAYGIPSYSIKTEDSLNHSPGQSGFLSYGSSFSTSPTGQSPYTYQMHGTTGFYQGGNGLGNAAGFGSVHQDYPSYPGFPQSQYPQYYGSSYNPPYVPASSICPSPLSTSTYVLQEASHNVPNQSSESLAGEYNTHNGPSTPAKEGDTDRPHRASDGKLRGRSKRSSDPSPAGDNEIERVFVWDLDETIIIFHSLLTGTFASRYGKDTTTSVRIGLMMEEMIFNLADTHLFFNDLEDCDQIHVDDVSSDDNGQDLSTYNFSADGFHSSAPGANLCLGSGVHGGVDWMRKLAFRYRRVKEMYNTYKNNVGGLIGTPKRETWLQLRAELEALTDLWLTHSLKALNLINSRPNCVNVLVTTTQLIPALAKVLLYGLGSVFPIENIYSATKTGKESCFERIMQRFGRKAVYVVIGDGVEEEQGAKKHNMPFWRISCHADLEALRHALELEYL
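Eya2 protein (added as 0.2 uM solution) was preincubated with compound for 10 min at ambient temperature in 50 mM HEPES pH 7.5, 50 mM NaCl, 5 uM MgCl2, 0.05% BSA, 1 mM DTT. OMFP (added at 50 uM) then reacted 10 min; fluorescence read at 485/525 nm.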
Chronic BCR inh = qHTS Assay to Find Inhibitors of Chronic Active B-Cell Receptor Signaling. Potency, µM (highest dose often 46.1 µM), for inactives: top-dose ratio change, negative = lower green/red ratio, usual class: inhibitors. 340,000 tested, 0.05% active. ABC-DLBCL IkBa-CBG/CBR reporter, luminescence ratio, 4 h; active = well fitted inhibition curve with a large enough effect in the signal ratio, with a control signal flat, not every such curve was filed as active; inconclusive = small, poorly fitted or top-dose-only effect, or effect the other way, or a change in a side signal; the % refers to the signal ratio;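 also: potency is read from the fitted curve at half-maximal effect; plate controls were basal doxycycline-induced cells for no effect and cells given 10 µM MG132 for full effect; MG132 reads +100%, hits lower the ratio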
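TMD8 ABC-DLBCL cells carrying doxycycline-inducible green luciferase fused to IkappaBalpha plus unfused red luciferase were exposed to compounds (up to 46 uM) for 4 hrs at 37C. Activity came from the overlap-corrected green/red luminescence ratio.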
TSG101-PTAP inh = qHTS Assay for Iinhibitors of HIV-1 Budding by Blocking the Interaction of PTAP/TSG101; Tumor susceptibility gene 101 protein (Homo sapiens), Q99816; Fluorescence polarization, FITC-PTAP peptide / Tsg101 binding; Potency, µM (doses to about 115 µM), for the others: at the top dose activity change, negative = inhibition, most hits filed as inhibitors; 340,000 tested, under 10 active; AID 493005, 2010; active = well fitted inhibition curve with a large enough effect in the main read-out, with a control signal flat, not every such curve was filed as active; inconclusive = small, poorly fitted or top-dose-only effect, or effect the other way, or a change in a side signal; inactive = no such curve, though single readings can be large or run the other way; also: potency is read from the fitted curve at half-maximal effect; % of control where 0% means no effect
Target sequence (Q99816 whole entry, looked up): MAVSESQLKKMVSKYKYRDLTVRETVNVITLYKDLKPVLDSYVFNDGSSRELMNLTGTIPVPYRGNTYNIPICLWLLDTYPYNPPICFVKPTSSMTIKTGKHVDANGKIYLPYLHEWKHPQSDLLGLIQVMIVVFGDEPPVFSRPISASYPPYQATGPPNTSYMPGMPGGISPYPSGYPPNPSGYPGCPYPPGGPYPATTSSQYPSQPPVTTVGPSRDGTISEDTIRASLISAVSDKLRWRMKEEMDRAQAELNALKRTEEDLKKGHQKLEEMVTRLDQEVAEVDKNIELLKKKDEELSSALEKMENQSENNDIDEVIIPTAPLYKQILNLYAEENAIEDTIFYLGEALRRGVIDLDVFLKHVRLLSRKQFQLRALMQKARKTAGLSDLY
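Compounds were pin-transferred onto Tsg101 binding domain (10 uM final) in HEPES pH 7.5 buffer, then FITC-PTAP peptide was added at 50 nM final. After 20 min at RT, polarization reported peptide displacement across a qHTS concentration series.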
a7 integrin act = qHTS for Activators of Integrin-Mediated Alleviation for Muscular Dystrophy; Potency, µM (titrated, usually from 38.3 µM), for inactives: at the top dose activation, hits mostly activators; 350,000 tested, 0.064% active; alpha7betagal myoblasts, beta-gal FDG fluorescence, 48 h;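 also: potency is read from the fitted curve at half-maximal effect; 100% = response of the positive control SU9516; nearly all actives have a fitted effect of over 60% in size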
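alpha7betagal+/- myoblasts (passage 13, 250/well) treated 48 h at 37C with compounds at 1:260 dilution of DMSO stock. Lysed, then beta-galactosidase activity read as FDG fluorescence (ex 480/em 540) after 30 min, with pre-read for autofluorescence.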
S-ASM inh = Inhibitors of Secretory Acid Sphingomyelinase (S-ASM): qHTS. Potency, µM (series often up to 57.5 µM), without a hit: at the highest dose activity change, negative = inhibition, most hits filed as inhibitors. placental ASM, HMU-PC fluorogenic substrate, 60 min. 340,000 tested, 0.006% active. AID 504937, 2011. Sphingomyelin phosphodiesterase (Homo sapiens), P17405; also: potency is read from the fitted curve at half-maximal effect
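Fluorescence read-out (Ex 386 nm, Em 447 nm) after stopping the reaction at pH 10. Enzyme: ASM from human placenta; substrate HMU-PC0, 9 uM final; 60 min, 37 °C. Compound preincubation 10 min, ambient temperature.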
AT treatment = qHTS Assay for Identifying a Potential Treatment of Ataxia-Telangiectasia; […] A-T fibroblasts, KAP-1 phosphorylation AlphaLISA; neocarzinostatin DNA damage 30 min before lysis; Potency, µM (series often up to 57.5 µM), without a hit: at the top dose activation, actives largely listed as activators; 320,000 tested, 0.19% active; also: potency is read from the fitted curve at half-maximal effect; % of control where 0% means no effect; nearly all actives have a fitted effect of over 45% in size
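ATM-like activity read as KAP-1 phosphorylation via AlphaLISA donor/acceptor antibody pairs after lysis and 6 hr at 25C. Cells were ATM-null patient fibroblasts ([…], hTERT), dosed 60 min, then exposed to the DSB inducer NCS for 30 min.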
TSHR antag = Antagonists of the Thyroid Stimulating Hormone Receptor: HTS campaign; Thyrotropin receptor (Homo sapiens), P16473; TSHR-expressing cells, TSH-stimulated cAMP HTRF, 2 h; active compounds read low; activity change, negative = inhibition, % at 11.5 µM; 330,000 tested, 0.2% active;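 active = activity change below a set negative limit, meaning inhibition stronger than a set level, cut at about -70% in these data; inconclusive = activity change between two set negative limits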; also: % is scaled to controls: 0 for no effect and ±100 for the full control effect
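TSHR-expressing cells, 200/well, pre-treated with compound, then stimulated with EC80 TSH (4nM final) for 2 hours at 37 deg C. cAMP measured by competitive HTRF: anti-cAMP cryptate antibody in lysis buffer plus cAMP-d2, read after 30 minutes at room temperature.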
The depositor's hits bear a star; ? = inconclusive; . = not tested or not shown; [ ] = dose if it differs, or a comment. Unless noted, calls follow the shape of the dose curve; as a rule, active = well fitted curve in the direction sought with a large enough effect; inconclusive = small, poorly fitted or top-dose-only effect, or another doubt; inactive = no such curve, though single readings can be large; an effect the other way counts as inactive or inconclusive.

SMILES	Tb PFK block	ELG1 repair inh	Mito fusion act	TCR act	Eya2 phos inh	Chronic BCR inh	TSG101-PTAP inh	a7 integrin act	S-ASM inh	AT treatment	TSHR antag
CN(Cc1cccc(F)c1)C(=O)c1ccccc1Sc1ccccc1C#N	0%	?	1%	-2%	-11%	-2%	-2%	-4%	-2%	6%	-5
CCOC(=O)CSc1ccc(-c2nc3ccccc3[nH]2)cn1	2%	0%	-2%	-27%	9%	?	-10%	15%	-9%	0%	-10
N=C1/C(=C/c2cccn2-c2cccc([N+](=O)[O-])c2)C(=O)N=C2SC=CN12	4%	28%	-10%	3%[46.1 µM]	-3%	?	.	.	.	-6%	1
O=C(c1ccc(S(=O)(=O)N2CCOCC2)cc1)N1CCN(c2ccccc2)CC1	0%	8%	3%	-4%	15%	5%	-3%	11%	3%	22%	1
c1ccc(N=Nc2cn[nH]c2-c2ccco2)cc1	1%	-2%	0%	-5%	-27%	?	-1%	-2%	-4%	7%	-19
COc1ccc(C(CNC(=O)CNC(=O)c2cc(OC)c(OC)c(OC)c2)N2CCOCC2)cc1 (stereo not given)	-3%	7%	10%	-4%	-9%	-10%	-1%	-4%	-2%	-1%	2
COc1cccc(-c2ccc(C#N)c(=O)[nH]2)c1	3%	9%	1%	-1%	1%	-9%	-3%	13%	.	6%	7
C=CCN(C(=O)C1=NN(C2CCS(=O)(=O)C2)C(=O)CC1)c1nc(-c2ccc([N+](=O)[O-])cc2)cs1 (stereo not given)	1%	?	-1%	.	3%	-14%	-2%	-31%	-6%	1%	3
COc1ccc(F)cc1C(=O)C1CCCN(Cc2cccn2-c2cccnc2)C1 (stereo not given)	-2%	8%	-13%	-1%	-11%	12%	-2%	-15%	1%	3%	-8
O=C(CCc1ccccc1)Nc1cc2c(cc1Cl)OCCO2	-5%	?	6%	-1%[46.1 µM]	-4%	?	-7%	5%	9%	16%	3
O=C(Nc1cccc(F)c1)N(Cc1ccc(Cl)cc1)CC(O)C(F)(F)F (stereo not given)	-10%	?	24%	4%	-3%	?	-1%	-6%	-9%	-4%	-5
Cc1ccc(-n2c3c(cc(C(=O)O)c2=O)C(=O)CC(C)(C)C3)cc1	-7%	24%	-5%	3%	-7%	19%	-4%	-1%	4%	-8%	-5
O=c1c2c3c(sc2nc2n1CCCC2)CCC3	3%	5%	7%	6%	3%	-11%	-9%	14%	-2%	-9%	3
Cc1[nH]c2ccc(Br)cc2c(=O)c1CN1CCCCC1	0%	-7%	2%	-1%	-20%	1%	-4%	-10%	-4%	23%	-2
COc1ccccc1CCNC(=O)CN1C(=O)c2ccccc2S1(=O)=O	1%	5%	-5%	-2%	14%	-8%	-9%	-13%	0%	-8%	-1
CSCCC(NC(=O)c1ccccc1)C(=O)OCC(=O)Nc1ccc(C)c(Cl)c1 (stereo not given)	-6%	15%	1%	.	-6%	?	-5%	4%	-12%	6%	27
CCc1ccc(CN(C)C(=O)CCc2nnc(Cc3cccc(C)c3)o2)nc1	-1%	4%	2%	1%	1%	-2%	-4%	28%	2%	-4%	0
Cc1ccc(C)c(OCC(=O)NCCN(C)C)c1	-2%	-6%	1%	-13%	0%	6%	-2%	1%	3%	.	-1
CCOC(=O)c1ccc(N2C(=O)CC(N3CCN(Cc4ccccc4)CC3)C2=O)cc1 (stereo not given)	0%	8%	-8%	-8%	6%	1%	-5%	16%	1%	4%	-5
CCCCN(C)C(=O)c1cccc(OC2CCN(CC(C)(C)C)CC2)c1	4%	-17%	-2%	-4%	-16%	?	-3%	1%	4%	10%	7
Cc1ccsc1C(=O)OCC(=O)NCCc1ccccc1	0%	0%	.	-5%	6%	2%	-3%	-38%	5%	10%	1
N#CC1=C(SCC(=O)Nc2ccc(C(=O)O)cc2)NC(=O)CC1c1ccco1 (stereo not given)	0%	-11%	-5%	-3%	-31%	?	-8%	14%	-1%	-1%	5
CCc1ccc(N2CC(C(=O)Nc3cccc(S(=O)(=O)N4CCCC4)c3)CC2=O)cc1 (stereo not given)	1%	-29%	-12%	-6%	-13%	13%	0%	4%	.	0%	-5
Cc1cc(C)n(-c2c(F)c(F)c(CO)c(F)c2F)n1	.	.	7%	-1%	.	.	5%	27%	4%	.	.
Cc1nn2c(=O)cc(COC(=O)c3ccc(NC(=O)C(C)(C)C)cc3)nc2s1	2%	?	-6%	-6%	1%	3%	1%	3%	2%	6%	-12
SMILES	Tb PFK block	ELG1 repair inh	Mito fusion act	TCR act	Eya2 phos inh	Chronic BCR inh	TSG101-PTAP inh	a7 integrin act	S-ASM inh	AT treatment	TSHR antag
C=CCSc1nnc(NC(=O)C2CC(=O)N(c3ccc4c(c3)OCCO4)C2)s1 (stereo not given)	-7%	?	.	0%	1%	-8%	-5%	0%	-18%	0%	0
Cc1ccc(C)c(NC(=O)CSc2nnc(CNC(=O)c3ccco3)o2)c1	0%	5%	0%	2%	5%	-5%	-15%	-1%	4%	-3%	7
COc1ccc(C(=O)C(OC(=O)c2ccccc2)c2ccccc2)cc1 (stereo not given)	-1%	?	8%	2%	-6%	12%	-4%	-14%	-2%	5%	6
O=C(c1ccc(Cl)cc1[N+](=O)[O-])N1CCN(c2ccccn2)CC1	-2%	-4%	1%	-1%	6%	1%	-8%	-3%	1%	-4%	14
Cc1ccc(CNC(=S)Nc2ccc(C)c([N+](=O)[O-])c2)cc1	2%	-12%	-8%	0%[46.1 µM]	4%	-6%	-10%	-7%	-2%	6%	-46
COc1ccc2[nH]c(C(=O)O)c(NS(=O)(=O)c3ccc(Cl)s3)c2c1	1%	-22%	0%	7%	11%	0%	-2%	17%	10%	2%	-3
N#Cc1ccc(/C=N/NC(=O)CCc2ccc(S(=O)(=O)N3CCOCC3)cc2)cc1	4%	-5%	-4%	-3%[46.1 µM]	3%	-4%	-2%	11%	-11%	5%	1
Cc1ccc2nc(N3CCCCC3)c(C=O)c(=O)n2c1	0%	?	2%	.	5%	?	.	.	.	2%	2
CCC[C@@H](CN1CCC[C@H]1CN1C(N)=NC[C@H]1CC(C)C)N1C[C@@H]([C@H](C)CC)N(CCCC2CCCC2)C1=N	5%	-2%	.	-1%	-14%	-2%	-1%	-15%	1%	4%	-8
CC(c1cccs1)N(Cc1ccco1)C(=O)Nc1ccc(Cl)c(Cl)c1 (stereo not given)	?	-8%	28%	0%	17%	15%	-2%	9%	-5%	.	-34
O=c1cc(CSc2nnc(Nc3ccccc3F)s2)nc2sccn12	-3%	-12%	-4%	-23%	-1%	?	-1%	5%	5%	1%	10
COc1cc(N)n(S(=O)(=O)c2ccc(C)cc2)n1	1%	?	-2%	2%	11%	0%	-2%	26%	-1%	17%	6
CCN(CC)c1ccc(NC(=O)CN2C(=O)CC(C)(C)S(=O)(=O)c3ccccc32)c(C)c1	5%	0%	0%	-2%	-5%	3%	-3%	23%	-2%	-7%	2

Taken from above:
`O=C(c1ccc(Cl)cc1[N+](=O)[O-])N1CCN(c2ccccn2)CC1` | AT treatment = -4%
`COc1cc(N)n(S(=O)(=O)c2ccc(C)cc2)n1` | Chronic BCR inh = 0%
